DNMT1 inh = DNMT1 (human) enzyme inhibition; inhibition (reported as % activation of signal), % at 10 µM; AID 588458; 360,000 tested, 0.83% active; P26358; DNMT1 molecular beacon, Hinp1I cleavage, fluorescence; in the data active = inhibition above about 50%
CSN deneddyl inh = blocks human CSN-mediated cullin deneddylation | Purified CSN, SCF-Nedd8-OG deneddylation, fluorescence polarization | 360,000 tested, 0.38% active | inhibition, % at 12.5 µM;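 active = pattern-corrected inhibition above about 35%, with an unprinted fluorescence ratio check between 0.5 and 1.5, limit read from the data, passing the limit was not always enough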;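 also: 0% = enzyme with substrate and 100% = substrate without enzyme; some results filed as inactive read as strong as hits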
Target sequence (Q92905 whole entry, looked up, one chain of several): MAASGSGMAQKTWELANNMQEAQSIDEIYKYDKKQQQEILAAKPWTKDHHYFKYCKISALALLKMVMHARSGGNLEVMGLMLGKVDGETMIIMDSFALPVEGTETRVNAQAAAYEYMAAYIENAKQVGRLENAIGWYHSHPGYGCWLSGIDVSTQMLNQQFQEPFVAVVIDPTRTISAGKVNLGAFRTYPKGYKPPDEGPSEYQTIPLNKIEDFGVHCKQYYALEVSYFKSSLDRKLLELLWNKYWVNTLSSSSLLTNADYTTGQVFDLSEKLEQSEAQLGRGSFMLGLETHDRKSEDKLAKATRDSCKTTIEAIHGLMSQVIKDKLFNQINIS
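Assay system: HEK293T-derived human Csn5 enzyme; quantity: 0.24 nM enzyme; medium: Tris/NaCl/DTT buffer, pH 7.5; also added: substrate SCFSkp2-Nedd8OG, 10 nM; doses: 12.5 µM compound; schedule: 90 min reaction at room temperature; signal: FP; read-out: % inhibition of substrate cleavage by Csn5; benchmarks: substrate-only high control, full reaction low control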
Rpn11 inh = inhibitors of human proteasome Rpn11; O00487; human 26S proteasome, Ub4-pepOG fluorescence polarization; 20S core pre-blocked with epoxomicin; calls only at 20 µM; 360,000 tested, 0.59% active; AID 588493;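 active = inhibition at 20 µM, scaled to each plate's controls, above about 33%, limit read from the data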
Target sequence (O00487 whole entry, looked up): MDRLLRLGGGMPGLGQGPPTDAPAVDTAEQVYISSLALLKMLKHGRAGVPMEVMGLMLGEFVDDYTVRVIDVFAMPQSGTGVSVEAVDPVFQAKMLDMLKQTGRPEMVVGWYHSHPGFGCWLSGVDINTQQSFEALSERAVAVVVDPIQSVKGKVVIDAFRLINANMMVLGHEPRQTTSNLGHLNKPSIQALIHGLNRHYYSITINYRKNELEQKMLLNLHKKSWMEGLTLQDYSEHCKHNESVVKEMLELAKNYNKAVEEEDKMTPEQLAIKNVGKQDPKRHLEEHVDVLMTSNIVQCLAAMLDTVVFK
LMPTP block = blocks human LMPTP phosphatase | recombinant LMPTP-A, OMFP fluorogenic substrate, fluorescence intensity | inhibition, % at 20 µM | 360,000 tested, 0.22% active | AID 651560;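 active = compounds that cut the enzyme signal by at least half of the control window in the single-dose screen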;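 also: plate controls were DMSO wells with enzyme plus substrate for no effect and substrate without enzyme for full effect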
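Test system: LMPTP-A, protein tyrosine phosphatase of low molecular weight; Input: 0.625 nM enzyme; Incubation: 50 min dark incubation at room temperature; Signal: endpoint fluorescence intensity from OMFP dephosphorylation; Read-out basis: % inhibition versus control wells.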
TbMetRS inhib = blocks T. brucei methionyl-tRNA synthetase activity. purified T. brucei MetRS, ATP depletion, Kinase-Glo luminescence. inhibition, % at 11.9 µM. 360,000 tested, 0.4% active;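 active = inhibition above a per-plate cutoff of the control wells' mean inhibition plus 3 SD, cut at about 5.5% in these data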;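 also: 0% = DMSO wells median and 100% = median of wells with control inhibitor compound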
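Dosing: 11.9 µM compound single dose, 0.9% DMSO; Assay system: purified T. brucei MetRS enzyme; Measured by: Kinase-Glo luciferase luminescence reporting remaining unconsumed ATP; Schedule: 15 min plus 2 h at 25 °C.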
Scp-1 inhibitor = blocks human Scp-1 phosphatase activity; Q9GZU7; Recombinant Scp1, phosphopeptide, malachite green phosphate absorbance; inhibition, % at 20 µM; 340,000 tested, 0.88% active; AID 493091;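 active = inhibition above about 50% at 20 µM, limit read from the data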;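 also: plate controls were DMSO wells with enzyme for no effect and wells lacking enzyme for full effect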
Target sequence (Q9GZU7 76-261 limits assumed): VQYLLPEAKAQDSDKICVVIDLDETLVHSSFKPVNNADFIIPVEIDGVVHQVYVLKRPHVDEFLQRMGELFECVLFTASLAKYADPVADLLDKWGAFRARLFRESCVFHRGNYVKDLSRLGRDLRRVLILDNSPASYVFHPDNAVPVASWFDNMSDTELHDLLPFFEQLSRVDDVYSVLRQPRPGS
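Test system: SCP-1 phosphatase catalytic domain, residues 76-261 | Compound dosing: One concentration, 20 µM, with 1.0% DMSO | Schedule: 45 min room-temperature reaction, 5 min colour, 30 min stabiliser | Detection: Absorbance at 630 nm | Read-out basis: % inhibition of SCP-1 phosphate liberation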
SUMO1-SIM PPI = alters human SUMO1 binding to SIM partners | SUMO1 binding to a labelled peptide, TR-FRET, 1 h | 360,000 tested, 0.33% active | AID 602429 | P63165 | inhibition, % at 20 µM; in the data active = inhibition above about 37%
Target sequence (P63165 whole entry, looked up): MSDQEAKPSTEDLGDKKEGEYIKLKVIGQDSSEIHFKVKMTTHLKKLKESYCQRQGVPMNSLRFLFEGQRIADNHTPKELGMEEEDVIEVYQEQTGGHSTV
MLLE-PAM2 inh = blocks PAM2 peptide binding to the PABP1 MLLE domain; P11940; GST-MLLE / FITC-PAM2 fluorescence polarization; inhibition, % at 20 µM; 360,000 tested, 0.36% active; AID 588489; in the data active = inhibition above about 35%, passing the limit was not always enough;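 also: plate controls were DMSO wells with GST-MLLE for no effect and wells lacking GST-MLLE protein for full effect; some results filed as inactive read as strong as hits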
NadD block = NadD (S. aureus) enzyme inhibition; inhibition, % at 20 µM; 360,000 tested, 0.78% active; purified NadD enzyme, colorimetric absorbance read-out; in the data active = inhibition above about 26%; also: some compounds past the cut are filed as inactive
STEP inh = inhibitors of human striatal-enriched phosphatase STEP. P54829. recombinant STEP, OMFP fluorogenic substrate, fluorescence. inhibition, % at 20 µM. 360,000 tested, 0.25% active. AID 588621;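 active = inhibition at 20 µM, scaled per plate between control wells, above about 37%, limit read from the data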;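 also: 0% = DMSO with enzyme and substrate and 100% = substrate only without enzyme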
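Test system: STEP tyrosine phosphatase / Reagent: OMFP at 25 µM / Doses: 20 µM, 1% DMSO / Read-out: percent inhibition scaled to no-enzyme and uninhibited-enzyme controls, plate-pattern corrected / Detection: FITC-channel fluorescence of OMFP product / Medium: Bis-Tris buffer pH 6.0, 2.5 mM DTT, 0.005% Tween 20 / Schedule: 20 min at room temperature, dark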
Starred values were filed as active, the others as inactive; i = inactive; · = no result given.

SMILES	DNMT1 inh	CSN deneddyl inh	Rpn11 inh	LMPTP block	TbMetRS inhib	Scp-1 inhibitor	SUMO1-SIM PPI	MLLE-PAM2 inh	NadD block	STEP inh
COc1cccc(CNC(=O)c2cc(S(=O)(=O)N3CCCCC3)ccc2C)c1	5	-3	i	-1.6	0.6	·	6	5	3	-2
Oc1ccc(Br)cc1-c1ccn[nH]1	9	-19	i	-0.2	-0.1	1	0	-1	-4	-4
Cc1c(-c2cccc(Cl)c2)nc2ccccc2c1C(=O)OCC(=O)N(C)C1CCS(=O)(=O)C1 (stereo not drawn)	0	-4	i	0.7	-1.2	-12	-5	-8	9	-1
COc1cc(CCN=Cc2cc(Cl)cc(Cl)c2O)c([N+](=O)[O-])cc1OC	-8	3	i	-0.9	-0.3	·	-5	6	5	-1
COC(=O)c1cc(C#N)c(=O)[nH]c1C	89*	2	i	-1.4	-0.4	-4	-2	-2	-4	1
CCOC(=O)C(=O)C1=C(N2CCOCC2)/C(=C\c2ccc(F)cc2)CC1	0	3	i	2.1	0.4	-6	-14	16	-4	11
COCCNC(=O)c1onc(CSc2cccc(Cl)c2)c1C(=O)O	5	1	i	-1.5	0.2	-2	9	7	-2	4
CC(=O)c1cccc(NC(=O)c2ccc3c(=O)n4c(nc3c2)CCCCC4)c1	0	0	i	-1.3	0.4	-14	-1	-14	5	-4
COC(=O)c1[nH]c2cc(C)ccc2c1NC(=O)CN1CCN(C(=O)c2ccco2)CC1	-5	-2	i	-0.1	0.1	16	-9	10	3	-7
Cc1cc(NC(=O)CSc2nc(-c3ccco3)cc(C(F)(F)F)n2)no1	1	-1	i	-0.8	-2.9	-6	-6	-2	-1	-1

Reprinted from the part before: 2 compounds, followed by the next part.
SMILES	DNMT1 inh	CSN deneddyl inh	Rpn11 inh	LMPTP block	TbMetRS inhib	Scp-1 inhibitor	SUMO1-SIM PPI	MLLE-PAM2 inh	NadD block	STEP inh
COC(=O)c1[nH]c2cc(C)ccc2c1NC(=O)CN1CCN(C(=O)c2ccco2)CC1	-5	-2	i	-0.1	0.1	16	-9	10	3	-7
Cc1cc(NC(=O)CSc2nc(-c3ccco3)cc(C(F)(F)F)n2)no1	1	-1	i	-0.8	-2.9	-6	-6	-2	-1	-1
COc1ccc(C(=O)c2ccccc2CN2C(=O)c3ccccc3C2=O)cc1	-5	3	i	-0.8	-0.3	0	-16	-3	-7	-1
Cc1c(Cc2ccccc2)c(=O)oc2cc(OCc3nn[nH]n3)ccc12	2	1	i	1.3	-0.2	-5	24	6	12	4
CCOC(=O)c1ccc(NC(=O)Nc2cccc(C)n2)cc1	23	0	i	-1.4	-0.1	-4	-1	-7	2	-2
CCCCOc1ccc(C(=O)Nc2cccc(-n3cnnn3)c2)cc1OC	-8	-2	i	2.4	-0.7	-8	-7	4	7	0
CCc1nc2ccc(C(=O)Nc3cccc(OCC(=O)N(C)C)c3)cn2c1N(C)C(=O)c1ccncc1	1	-4	i	1.6	-0.1	·	-4	-5	10	0
COc1ccc(NC(=S)N(CCCN2CCCC2)Cc2cccn2Cc2ccc(Cl)cc2)cc1Cl	4	44	i	1.4	2.8	6	-32	-56	2	11
COc1ccc(NC(=O)COC(=O)C2CCC(C(C)(C)C)CC2)c([N+](=O)[O-])c1 (stereo not drawn)	1	6	i	4.8	-0.1	-7	-3	-6	7	3
COc1ccc(S(=O)(=O)N2CCN(CC(=O)NCCc3cccs3)CC2)cc1	7	-5	i	-1.3	-0.3	-2	0	-5	0	0
C=C(C)CC1N(c2cccc(OC)c2)C(=O)[C@@H]2C(C(=O)O)[C@H]3C=C[C@@]12O3 (stereo partly drawn)	-3	-3	i	-1.4	0.0	-1	0	9	1	-1
Cc1ccc(OC(=O)CN2C(=O)c3ccccc3C2=O)cc1C	0	6	i	1.4	0.1	-15	-10	3	-7	3
Cc1cc(NC(=O)c2nn3cccnc3c2Cl)no1	0	4	i	-1.5	0.1	-6	-5	-15	-3	2
Cc1cccc(OCc2nnc(NC(=O)c3cccs3)s2)c1	-4	2	i	-0.9	-0.5	-18	-5	-8	-4	0
CCC(=O)Nc1ccc(NC(=S)NC(=O)/C=C/c2ccccc2)cc1	1	7	i	-0.7	-1.2	67*	2	18	-10	12
O=C(NCc1ccco1)/C(=C\c1ccco1)NC(=O)c1ccc(Br)o1	-2	-3	i	-1.6	-0.5	-5	0	-8	-13	-1
CC(C)N1CCC(NC(=O)Nc2ccc3c(c2)OCO3)CC1	3	-2	i	-2.6	1.7	-1	2	-3	0	0
Cc1c(Cl)cccc1Nc1n[nH]c(=S)s1	1	-4	i	1.8	-0.4	2	6	21	32*	1
CCOc1ccc(Cl)cc1/C=N/NC(N)=O	1	4	i	0.6	-0.9	-11	2	1	-6	-3
COC(=O)N1CCN(c2ccc(Cl)c(Cl)c2)CC1	0	0	i	0.3	-0.1	-2	0	7	-2	-1
O=C(/C=C/c1ccc2c(c1)OCO2)NCc1cn2cc(Cl)ccc2n1	1	2	i	0.5	0.1	-5	-14	-1	2	-1
Cc1ccc(NC(=O)CCNS(=O)(=O)c2cccc3nsnc23)cc1F	-1	-4	i	-0.3	-0.2	-4	-24	-4	-7	-1
N#CCCN(Cc1cccs1)C(=O)Nc1ccc(F)cc1	4	-3	i	-0.1	-0.3	-2	6	7	4	-1
Cc1nc2ccccc2c2oc(C(=O)NCc3ccccn3)cc12	10	-1	i	1.9	-0.3	-5	6	-1	1	-3
COc1cc(/C=N/NC(=O)CCN2CCCCC2)ccc1O	-2	-2	i	-0.4	0.6	-3	-1	6	-2	4
O=S(=O)(Nc1ccccc1O)c1ccc(Cl)nc1	1	4	i	-0.5	-0.1	-14	-8	6	-4	1
O=c1[nH]c2cnn(-c3ccccc3)c2c(=O)n1O	-1	-2	i	-0.9	-0.1	-8	5	3	1	1
COc1ccc(NC(=O)NNC(=O)c2ccc3ccccc3c2O)cc1OC	-7	-1	i	0.7	-0.3	-4	-2	-8	-5	2
Fc1cccc(Cl)c1CSc1ccc(-c2cccnc2)nn1	0	1	i	1.1	0.1	12	12	4	1	2
CN(CCCNC(=O)c1ccc(CS(=O)c2ccc(Br)cc2)o1)Cc1ccccc1 (stereo not drawn)	0	5	i	-4.4	-0.2	-9	-9	5	-3	-1
CCc1nnc(NC(=O)CSc2nnc(CNc3ccc(F)cc3)n2C2CCCCC2)s1	3	-8	i	-1.2	-0.6	-1	6	-9	3	-3
CN(C)c1ccc(N2CN=C3SCC(=O)N3C2)cc1	-1	1	i	-0.5	-1.2	0	-7	6	-2	-1

An excerpt of the results above, as a working copy:
SMILES	DNMT1 inh	CSN deneddyl inh	Rpn11 inh	LMPTP block	TbMetRS inhib	Scp-1 inhibitor	SUMO1-SIM PPI	MLLE-PAM2 inh	NadD block	STEP inh
N#CCCN(Cc1cccs1)C(=O)Nc1ccc(F)cc1	4	-3	i	-0.1	-0.3	-2	6	7	4	-1
Cc1nc2ccccc2c2oc(C(=O)NCc3ccccn3)cc12	10	-1	i	1.9	-0.3	-5	6	-1	1	-3
COc1cc(/C=N/NC(=O)CCN2CCCCC2)ccc1O	-2	-2	i	-0.4	0.6	-3	-1	6	-2	4

Later entries.
SMILES	DNMT1 inh	CSN deneddyl inh	Rpn11 inh	LMPTP block	TbMetRS inhib	Scp-1 inhibitor	SUMO1-SIM PPI	MLLE-PAM2 inh	NadD block	STEP inh
COc1ccc(Cl)cc1S(=O)(=O)N1CCCC(C(=O)NCc2ccccc2)C1 (stereo not drawn)	0	-2	i	-0.6	-0.4	-2	1	4	-7	19
CCCCCCCCCn1c2c(c(=N)c3c1CCC3)CCCC2	8	-2	i	5.3	0.7	13	0	-1	12	12
Cc1nc(N)c(CC(Br)CBr)c(Cl)n1 (stereo not drawn)	1	-7	i	-1.5	1.2	-13	-1	-3	-6	-1
CCCCC(=O)N(C)c1c(CC)nc2c(OCC(=O)C(C)(C)C)cccn12	2	0	i	-2.2	0.6	·	3	-3	-5	-2
Cc1nc(SCC(=O)Nc2ccc(OCc3ccccc3)cc2)n[nH]1	-6	4	i	0.3	0.0	-3	1	-17	-1	-2
COc1ccc2cc(/C=N/NC(=O)c3ccc(CN(c4ccc(C)c(C)c4)S(C)(=O)=O)cc3)c(Cl)nc2c1	-5	-1	i	0.1	0.0	-3	-5	3	3	4
O=C(COc1cc(O)c2c(=O)cc(-c3ccccc3)oc2c1)c1cccc([N+](=O)[O-])c1	-6	-6	i	0.7	-0.1	-12	-2	5	1	3
CC(=O)NCCc1nc2ccccc2n1Cc1ccccc1	2	1	i	-2.4	-0.1	7	6	2	1	-7
CCC(=O)Nc1ccc(C(=O)NNC(=O)c2ccc(C)cc2)cc1	3	6	i	-1.8	0.1	-4	0	13	2	2
c1ccc2c(c1)nc1n2CN(Cc2ccc3c(c2)OCO3)CN1	2	5	i	2.2	1.1	-7	-2	-43	-5	4
CC(=O)c1c(C)n(-c2ccc(N(C)C)cc2)c2ccc(OCC(N)=O)cc12	-2	0	i	0.9	-0.1	-1	1	-3	1	-1
COc1ccc(OCC(=O)N2CC3(C)CC2CC(C)(C)C3)cc1 (stereo not drawn)	-1	-6	i	-1.0	-0.8	-3	0	2	0	2
CC(C)CCNC(=O)CN(CC1CCCO1)C(=O)CCC(=O)Nc1ccccn1 (stereo not drawn)	3	-2	i	-0.1	-1.3	3	0	-2	-1	3
O=C(NCc1ccco1)c1ccccc1SCC(=O)N1CCCC1	-2	2	i	-0.6	-0.3	-3	-3	24	-8	-3
O=C(NC1CC1)c1ccc(Cl)c(S(=O)(=O)N2CCOCC2)c1	1	-1	i	-1.9	0.3	-5	1	0	-5	2
COc1ccc(Nc2nnc(C)c(=O)[nH]2)cc1	2	-3	i	-1.4	0.2	-2	1	4	-3	0
CCc1nccn1-c1cc(C(C)(C)C)nc2c(-c3ccc(Cl)cc3)cnn12	-8	6	i	3.9	-0.1	3	-4	0	2	-4
Cc1c2cnn(CC(=O)NCCCN3CC(C)CC(C)C3)c(=O)c2c(C)n1Cc1ccc(Cl)cc1 (stereo not drawn)	-2	4	i	2.3	-1.2	1	-5	-5	-6	-1
CCOc1ccccc1OCC(=O)N/N=C(\C)Cc1ccc(OC)cc1	-1	5	i	-0.1	-0.2	-2	1	-5	-3	0
CN(C)C(=O)N1CCCC(C(=O)NCc2ccccc2Cl)C1 (stereo not drawn)	1	2	i	-0.1	-0.4	-4	-2	-3	5	-2
CC1CCCCC1NC(=O)CN1CCC(NC(=O)C(C)(C)C)CC1 (stereo not drawn)	-2	0	i	-1.0	-0.1	·	-1	-7	0	-2

Compound activity deposited in PubChem by several laboratories.
